HePTP inh: inhibitors of human HePTP phosphatase; recombinant HePTP phosphatase activity, OD absorbance; inhibition, % at 20 µM; 110,000 tested, 0.64% active; in the data active = inhibition above about 50%;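 also: plate controls were vehicle for no effect and reference inhibitor for full effect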
Target sequence (P35236 whole entry, looked up): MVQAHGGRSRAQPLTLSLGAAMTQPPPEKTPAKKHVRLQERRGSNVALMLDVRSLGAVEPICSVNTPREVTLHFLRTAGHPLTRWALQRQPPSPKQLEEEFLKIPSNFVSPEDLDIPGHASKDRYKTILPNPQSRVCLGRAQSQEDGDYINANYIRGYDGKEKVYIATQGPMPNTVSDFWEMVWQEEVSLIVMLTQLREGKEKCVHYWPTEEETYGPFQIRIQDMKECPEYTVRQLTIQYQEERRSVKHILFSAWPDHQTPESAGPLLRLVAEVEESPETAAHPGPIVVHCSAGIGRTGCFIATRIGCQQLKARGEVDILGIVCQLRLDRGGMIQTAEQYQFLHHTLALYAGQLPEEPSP
BAP1 inh: human BAP1 deubiquitinase inhibition; 72,000 tested, 0.48% active; recombinant BAP1, Ub-AMC hydrolysis fluorescence kinetic; stronger effect = lower value; Q92560; activity remaining (% of control), % at 20 µM; AID 436;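 active = activity remaining at or below 50% of control, provided the compound also passes the data quality filters; inactive = the rest, including low values that fail the filters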;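 also: 100% = DMSO wells rate and 0% = substrate alone blank rate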
Target sequence (Q92560 whole entry, looked up): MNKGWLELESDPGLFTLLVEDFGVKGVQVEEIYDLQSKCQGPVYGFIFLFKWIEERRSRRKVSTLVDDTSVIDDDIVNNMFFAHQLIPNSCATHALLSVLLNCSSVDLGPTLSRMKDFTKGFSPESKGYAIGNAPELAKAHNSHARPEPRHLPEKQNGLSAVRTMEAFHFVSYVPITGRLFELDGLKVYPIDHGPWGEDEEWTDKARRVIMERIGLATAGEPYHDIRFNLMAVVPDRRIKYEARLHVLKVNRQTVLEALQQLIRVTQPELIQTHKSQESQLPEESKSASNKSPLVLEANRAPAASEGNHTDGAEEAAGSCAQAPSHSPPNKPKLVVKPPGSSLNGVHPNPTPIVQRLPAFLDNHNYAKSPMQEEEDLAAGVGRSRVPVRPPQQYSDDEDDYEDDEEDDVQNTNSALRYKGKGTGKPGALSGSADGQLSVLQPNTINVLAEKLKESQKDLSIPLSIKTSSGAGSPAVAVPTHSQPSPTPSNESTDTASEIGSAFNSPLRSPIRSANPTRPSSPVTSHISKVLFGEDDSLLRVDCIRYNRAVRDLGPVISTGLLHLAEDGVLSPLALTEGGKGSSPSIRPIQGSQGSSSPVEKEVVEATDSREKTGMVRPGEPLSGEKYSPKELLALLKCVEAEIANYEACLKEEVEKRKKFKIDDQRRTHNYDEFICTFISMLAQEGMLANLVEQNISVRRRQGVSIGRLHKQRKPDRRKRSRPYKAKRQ
Numbers without * were called inactive; · = no result given. Compounds were not picked by outcome; about 0.91% have a hit in one of these screens.

[1] Cc1ccc(S(=O)(=O)Cc2cccc(C(=O)N3CCOCC3)c2)cc1
[2] Cc1cc2c(c(SCC(=O)N(C)c3ccccc3)n1)C(=O)OC2
[3] Cn1c(N)c(C(=O)NCc2ccccc2)sc1=S
[4] CC(C)C1=NN(C(=O)c2ccccc2)C(O)(C(C)(C)C)C1 (stereo not drawn)
[5] COc1ccc(N(CC(=O)Nc2cc(C)ccc2OC)S(=O)(=O)c2c(C)noc2C)cc1

assay / entry | 1 | 2 | 3 | 4 | 5
HePTP inh | 1 | 3 | -5 | 0 | -4
BAP1 inh | 99 | 104 | 82 | · | 66

The closing 4 records of the part before lead into the next.
[2] Cc1cc2c(c(SCC(=O)N(C)c3ccccc3)n1)C(=O)OC2
[3] Cn1c(N)c(C(=O)NCc2ccccc2)sc1=S
[4] CC(C)C1=NN(C(=O)c2ccccc2)C(O)(C(C)(C)C)C1 (stereo not drawn)
[5] COc1ccc(N(CC(=O)Nc2cc(C)ccc2OC)S(=O)(=O)c2c(C)noc2C)cc1
[6] CCCc1cc(=O)oc2cc(OCc3c(F)cccc3Cl)ccc12
[7] Cc1ccn2cc(-c3cccc(NC(=O)c4cc5cc(Br)ccc5oc4=O)c3)nc2c1
[8] O=[N+]([O-])c1cccc(S(=O)(=O)N2CCOCC2)c1
[9] O=C(Nc1ccc2c(c1)C(=O)OC2)NC1CCCCC1
[10] O=C(N=Nc1c(O)n(CN2CCOCC2)c2ccc(Br)cc12)c1ccncc1

assay / entry | 2 | 3 | 4 | 5 | 6 | 7 | 8 | 9 | 10
HePTP inh | 3 | -5 | 0 | -4 | 0 | 9 | -1 | 10 | -4
BAP1 inh | 104 | 82 | · | 66 | · | · | · | · | ·

[11] c1ccc2sc(-c3ccc4c(c3)OCO4)nc2c1
[12] COc1ccccc1N1C(=O)c2ccc(C(=O)Nc3cc(C(=O)O)ccc3C)cc2C1=O
[13] CN(C)c1ccnc2sc3c(=O)n(-c4ccccc4)cnc3c12
[14] O=C(c1ccc2c3c(cccc13)CC2)N1CCN(c2ccccn2)CC1
[15] CCCn1nnc(NC(=O)COc2ccccc2Cl)n1

assay / entry | 11 | 12 | 13 | 14 | 15
HePTP inh | 3 | 0 | 15 | 5 | 3
BAP1 inh | · | · | 91 | · | 92

[16] CN1CCN(S(=O)(=O)c2cccc(C(=O)Nc3sc4c(c3C(N)=O)CCCC4)c2)CC1
[17] COc1ccc(CCn2c(N)c(C#N)c3nc4ccccc4nc32)cc1OC
[18] Cc1ccc(NC(=O)CCN2CCc3ccccc3C2)cc1
[19] CCCS(=O)(=O)N1CCN(C(=O)c2cccc(OC)c2)CC1
[20] COc1ccccc1OCc1nc2c3c(-c4ccccc4)c(-c4ccccc4)oc3ncn2n1

assay / entry | 16 | 17 | 18 | 19 | 20
HePTP inh | 5 | -1 | -12 | 4 | 6
BAP1 inh | 120 | 71 | 99 | · | 53

[21] CS(=O)(=O)N1CCN(C(=O)c2csc3ccccc23)CC1
[22] COc1ccc2c(c1)n([O-])c1c([n+]2=O)CCC1
[23] O=C(O)COc1c(Cl)cc(/C=C2\C(=O)NC(=O)N(c3ccccc3)C2=O)cc1Cl
[24] Cc1sc(NC(=O)CCCOc2ccc(Cl)cc2Cl)c(C#N)c1C
[25] CCOC(=O)C(C)Sc1nc2c(cnn2-c2ccc(C)cc2)c(=O)[nH]1 (stereo not drawn)

assay / entry | 21 | 22 | 23 | 24 | 25
HePTP inh | 2 | 0 | 8 | 2 | -10
BAP1 inh | 178 | 98 | · | · | 85

[26] COc1ccc(/C=C2/Sc3ccccc3C2=O)cc1[N+](=O)[O-]
[27] CCC(=O)N1CCc2cc(S(=O)(=O)CCC(=O)NCCc3ccc(OC)c(OC)c3)ccc21
[28] CCN(CC)S(=O)(=O)c1cccc(S(=O)(=O)c2cccc(S(=O)(=O)N(CC)CC)c2)c1
[29] CCn1cc(C(=O)Nc2ccccc2C(=O)OC)c(=O)c2ccc(C)nc21
[30] O=C(NCc1ccccc1)C1CCN(C(=O)NCc2ccccc2)CC1

assay / entry | 26 | 27 | 28 | 29 | 30
HePTP inh | 0 | 9 | -8 | 5 | 6
BAP1 inh | · | 101 | 82 | 97 | 113

[31] O=C(CC1CCCCC1)Nc1c2c(nn1-c1ccc(F)cc1)CS(=O)(=O)C2
[32] COc1ccc(S(=O)(=O)Nc2cc([N+](=O)[O-])ccc2C)cc1
[33] Cc1ccccc1N1CC(C(=O)OCC(=O)c2ccc(Br)cc2)CC1=O (stereo not drawn)
[34] CCn1c(SCc2ccc(C#N)cc2)nnc1-c1cccc(Cl)c1
[35] O=C(O)CCCc1sc(/C(=N\O)C(=O)O)cc1[N+](=O)[O-]

assay / entry | 31 | 32 | 33 | 34 | 35
HePTP inh | 10 | -17 | 4 | 1 | 1
BAP1 inh | 108 | · | · | 68 | ·

[36] COc1cccc(C(c2sc3ncnn3c2O)N2CCN(C(=O)c3ccco3)CC2)c1 (stereo not drawn)
[37] N=c1oc2ccccc2cc1C(N)=S
[38] CC(C)C(c1nnnn1C1CCCCC1)N1CCc2ccccc2C1 (stereo not drawn)
[39] CCOc1ccc(C(=O)Nc2ccc(N3CCOCC3)c(Cl)c2)cc1Cl
[40] N#C/C(=C\c1cc2c(cc1[N+](=O)[O-])OCO2)C(=O)Nc1cccc(Br)c1

assay / entry | 36 | 37 | 38 | 39 | 40
HePTP inh | 4 | · | -10 | 0 | -10
BAP1 inh | 96 | 51 | 94 | · | ·

[41] CS(=O)(=O)N(CC(=O)Nc1cccc(Cl)c1)c1ccc(Br)cc1
[42] O=C(Nc1cccc2c1C(=O)c1ccccc1C2=O)c1ccc2c(c1)OCO2
[43] COc1ccc(C(CC(=O)O)c2ccccc2)cc1 (stereo not drawn)
[44] COc1ccc(C)cc1S(=O)(=O)Nc1ccc(F)cc1
[45] COc1cc2c(cc1NC(=O)c1ccc(I)cc1)oc1ccccc12

assay / entry | 41 | 42 | 43 | 44 | 45
HePTP inh | 2 | 1 | 7 | -3 | 2
BAP1 inh | · | · | · | 103 | ·

[46] COc1ccc(-c2noc(CN3CCC(Cc4ccccc4)CC3)n2)cc1
[47] COc1ccc(N2CCCn3c2nc2c3c(=O)n(Cc3ccccc3F)c(=O)n2C)cc1
[48] Nc1c(C(=O)O)cc(O)c2c1C(=O)c1ccccc1C2=O
[49] Cc1ccc(N=Cc2ccc[nH]2)c(O)c1
[50] O=C(NC1CCCCC1)c1nc2nc(-c3ccccc3)cc(C(F)(F)F)n2n1

assay / entry | 46 | 47 | 48 | 49 | 50
HePTP inh | -6 | -10 | 3 | 6 | -10
BAP1 inh | · | · | · | 94 | ·

[51] CC(C)Cn1c(CNC(=O)c2ccccc2)nc2ccccc21
[52] O=C(c1ccc2snnc2c1)N1CCCC1
[53] CCSc1nnc([C@H](C)NC(=O)OC(C)(C)C)o1
[54] C=CCNC(=S)NNC(=O)CCn1c2ccccc2c2ccccc21
[55] Cc1ccc(-n2c(C)cc3c2CCCC3=O)cc1

assay / entry | 51 | 52 | 53 | 54 | 55
HePTP inh | 2 | 11 | 7 | 0 | 7
BAP1 inh | · | 86 | 117 | · | 110

[56] CC(C)Cc1nnc(NC(=O)CCC(=O)N2CCOCC2)s1
[57] O=C(N/N=C/c1ccc(-c2ccccc2[N+](=O)[O-])o1)c1ccc([N+](=O)[O-])cc1
[58] CC(C)(O)C#Cc1ccc(C(=O)N2CCN(C(=O)c3ccc(C#CC(C)(C)O)cc3)CC2)cc1
[59] Cc1cc(C(F)(F)F)nc(SCc2ccc(C(=O)O)o2)n1
[60] c1ccc(Cn2c(SCc3nc4ccccc4s3)nnc2-c2ccco2)cc1

assay / entry | 56 | 57 | 58 | 59 | 60
HePTP inh | -1 | -18 | 0 | 0 | 6
BAP1 inh | 95 | · | · | 95 | 97

[61] O=C(O)C1CC=CCC1C(=O)Nc1ccc(F)c(F)c1 (stereo not drawn)
[62] N#Cc1cc2c(N)c(C(N)=O)sc2nc1N
[63] Cc1cnc(NC(=O)COc2ccccc2Cl)s1
[64] COc1ccccc1OCCOCCOc1ccccc1OC
[65] Cn1c(Cn2nnc3ccccc32)nnc1SCC(=O)N1c2ccccc2Sc2ccccc21

assay / entry | 61 | 62 | 63 | 64 | 65
HePTP inh | -7 | -8 | -9 | 5 | 9
BAP1 inh | 88 | · | 65 | · | 101

[66] Cc1cc(C)nc(SCC(=O)Nc2cccc(C(F)(F)F)c2)n1
[67] CS(=O)(=O)N1CCN(C2CCC(c3ccccc3)CC2)CC1 (stereo not drawn)
[68] CC1=CC(C)C2COC(c3ccccc3O)C1C2 (stereo not drawn)
[69] O=C(NCC1CCCO1)c1cc2c(s1)CS(=O)(=O)C2 (stereo not drawn)
[70] CSc1nc(SC)c2c3c(oc2n1)COC(C)(C)C3

assay / entry | 66 | 67 | 68 | 69 | 70
HePTP inh | 4 | -6 | -6 | 6 | 4
BAP1 inh | · | · | · | 91 | 94

[71] C=CCNC(=O)CN(c1ccc(C(C)C)cc1)S(=O)(=O)c1ccccc1
[72] Cc1cccc(NC(=O)C(=O)NCCCOC(C)C)c1
[73] CC1CCCCC1NC(=O)c1cncc(Br)c1 (stereo not drawn)
[74] COc1ccc(CN(CCC2(c3ccccc3)CCOC(C)(C)C2)C(C)=O)cc1OC (stereo not drawn)
[75] CCc1ccccc1NC(=O)CSc1nc2n[nH]c(C)c2c(=N)n1-c1ccc(OC)cc1

assay / entry | 71 | 72 | 73 | 74 | 75
HePTP inh | 6 | 2 | 1 | · | 7
BAP1 inh | · | · | 115 | 113 | 57

Looked up by compound from the list above:
[8] O=[N+]([O-])c1cccc(S(=O)(=O)N2CCOCC2)c1
[36] COc1cccc(C(c2sc3ncnn3c2O)N2CCN(C(=O)c3ccco3)CC2)c1 (stereo not drawn)
[56] CC(C)Cc1nnc(NC(=O)CCC(=O)N2CCOCC2)s1

assay / entry | 8 | 36 | 56
HePTP inh | -1 | 4 | -1
BAP1 inh | · | 96 | 95

The listing continues.
[76] COc1ccc(S(=O)(=O)N2CCN(CC(=O)Nc3cc(C(F)(F)F)ccc3Cl)CC2)cc1
[77] COc1cc2nc(NCCN3CCOCC3)n3nc(-c4ccccc4)nc3c2cc1OC
[78] CCOC(=O)c1nnn(-c2nonc2N)c1COc1cc(C)c(Cl)c(C)c1
[79] COC(=O)c1cc(-c2cccc(Br)c2)nc2ccccc12
[80] CCOc1cc(/C=C2\C(=O)N(c3ccc(S(N)(=O)=O)cc3)N=C2C)cc(Br)c1O

assay / entry | 76 | 77 | 78 | 79 | 80
HePTP inh | 8 | 9 | -1 | 0 | 22
BAP1 inh | 84 | 161 | 47* | 59 | ·

[81] COc1ccc(N2C(=O)C3CCCN3C2c2cccc(Br)c2)cc1 (stereo not drawn)
[82] COc1ccc2[nH]c(C)c(CCN3C(=O)OC(C)(C)C3(C)O)c2c1 (stereo not drawn)
[83] COc1cccc(OC)c1C(=O)Nc1ccc(-c2ccc(NC(=O)c3c(OC)cccc3OC)c(Cl)c2)cc1Cl
[84] O=C(COc1ccc2ccc(=O)oc2c1)c1ccc(-c2ccccc2)cc1
[85] CCCOc1ccc(C(=O)Nn2c(C)nc3ccccc3c2=O)cc1

assay / entry | 81 | 82 | 83 | 84 | 85
HePTP inh | 7 | 8 | 2 | 0 | 8
BAP1 inh | 99 | 99 | · | · | 94

[86] CCOc1ccc(C(=O)N2CCCCCC2)cc1
[87] COc1ccc(C2/C(=C(/O)c3ccccc3)C(=O)C(=O)N2CC2CCCO2)c(OC)c1 (stereo not drawn)
[88] c1c2c(cc3sc(N4CCOCC4)nc13)OCO2
[89] CCOC(=O)c1c(NC(=O)CN2C(=O)c3ccccc3C2=O)sc2c1CCCC2
[90] C#CCn1cc[n+](CC(=O)N(C)C)c1

assay / entry | 86 | 87 | 88 | 89 | 90
HePTP inh | -5 | 8 | 5 | 1 | 7
BAP1 inh | 124 | · | 98 | · | 78

[91] O=C(O)c1cccc(CN2C(=O)SC(Nc3ccccc3)C2=O)c1 (stereo not drawn)
[92] CCOC(=O)c1c(NC(=O)c2cc(OC)cc(OC)c2)sc2c1CCCCC2
[93] Cc1cc(NCc2ccc3c(c2)OCO3)n2nc(C)nc2n1
[94] CCOC(=O)c1cc(-c2ccc(/C=N\n3cnnc3)o2)ccc1Cl
[95] CC(C)NC(=O)Cn1c(SCC(=O)N2CCc3ccccc3C2)nc2ccccc21

assay / entry | 91 | 92 | 93 | 94 | 95
HePTP inh | 4 | · | 6 | -6 | 5
BAP1 inh | · | 370 | 93 | 107 | 96

[96] COc1ccc(-c2nc(-c3cccs3)c(-c3cccs3)[nH]2)cc1O
[97] CCN1C(=O)/C(=C\c2ccc([N+](=O)[O-])o2)SC1=S
[98] COc1ccccc1C(=O)NNC(=O)COc1ccccc1Cl
[99] CCOC(=O)N1CCN(c2c(Nc3ccc4c(c3)OCCO4)c(=O)c2=O)CC1
[100] CCC1Oc2ccc(C)cc2N(CC(=O)N(Cc2ccc3c(c2)OCO3)CC2CCCO2)C1=O (stereo not drawn)
[101] CCC(=O)N(CCC1(c2ccc(F)cc2)CCOC(C)(C)C1)Cc1ccc(OC)c(OC)c1 (stereo not drawn)
[102] Cc1ccc2nc(NC(=O)c3ccccc3Cl)sc2c1

assay / entry | 96 | 97 | 98 | 99 | 100 | 101 | 102
HePTP inh | 8 | 16 | -1 | -3 | 4 | 9 | -7
BAP1 inh | 91 | · | · | 108 | 78 | · | ·

Entries of single compounds from above.
`Cc1cc2c(c(SCC(=O)N(C)c3ccccc3)n1)C(=O)OC2` is listed as HePTP inh = 3; BAP1 inh = 104
`CC(C)(O)C#Cc1ccc(C(=O)N2CCN(C(=O)c3ccc(C#CC(C)(C)O)cc3)CC2)cc1` is listed as HePTP inh = 0; BAP1 inh = ·
